Myeloid diff 2 – myeloid differentiation induction. actives 1% (n = 360,000). AID 624256. calls only at 10 µM. ER-HoxA9 myeloid progenitors, lysozyme-GFP differentiation, flow cytometry;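 active = normalized GFP-positive differentiation at or above the plate's own cutoff, the solvent-only control mean plus 3 SD; inconclusive = no clear call, values can overlap the other calls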;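 also: cells exposed to compound for four days before flow analysis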
Myeloid diff 2 GFP+ MAC1+ % – further read-out of Myeloid diff 2, marked with its call; GFP+ MAC1+ double positive, %; measured here: differentiation confirmed by MAC1 staining
Numbers without * were called inactive; i = inactive; ? = inconclusive; nt = no result given; + = active, no number. This is a subset; the hit share may differ from the screen's.

SMILES	Myeloid diff 2 GFP+ MAC1+ %	Myeloid diff 2
Cc1cc(C)c(S(=O)(=O)NCC(c2ccc3c(c2)OCO3)N2CCOCC2)c(C)c1 (stereo not given)	1.0	i
COc1cc(C)ccc1OCC(=O)Nc1ccc2c(c1)OCO2	1.0	i
COc1ccc(NC2CCCN(C(=O)c3ccccc3-c3ncc[nH]3)C2)cc1 (stereo not given)	1.0	i
c1ccc(-c2nccc3ccccc23)cc1	0.2	i
CCc1noc(C)c1C(=O)NNC(=O)c1nn(C)c(=O)c2ccccc12	0.5	i
O=C1c2ccccc2-c2c1c1ccccc1c(=O)n2CCO	nt	?
CCN1C(=O)C(=O)N(CC(=O)Nc2ccccc2OC(F)F)C1=O	0.2	i
C[C@H]1CN([C@@H](C)CO)C(=O)CCCn2nncc2CO[C@@H]1CN(C)Cc1ccccc1C(F)(F)F	2.3	i
Cn1nnnc1Sc1ncnc2scc(-c3ccc(C#N)cc3)c12	nt	?
O=C(Cn1c(=O)oc2ccccc21)N1CCN(S(=O)(=O)c2ccccc2)CC1	1.3	i
CC1(C)OC1(C#N)c1ccccc1 (stereo not given)	1.4	i
CC1NC(=O)COC1c1ccccc1 (stereo not given)	0.3	i
COC(=O)c1ccn(CSc2c(F)c(F)cc(F)c2F)n1	0.3	i
COc1cc(OC)cc(C(=O)NCC(=O)NCCN2C(=O)S/C(=C\c3ccccc3Cl)C2=O)c1	0.6	i
COc1ccc(-c2nn3c(-c4cccc(C)c4)nnc3s2)cc1OC	0.9	i
CCN(CC)C(=O)c1nc[nH]c1C(=O)N1CCC(C)CC1	0.6	i
Cc1ccccc1S(=O)(=O)NC(=O)C1(C)CCN1C(=O)CC(c1ccccc1)c1ccccc1 (stereo not given)	1.2	i
CC1(C)Oc2cc3oc(C(=O)O)cc(=O)c3cc2-c2ccccc21	0.6	i
CC1CCCN(S(=O)(=O)CCNC(=O)c2ccccc2)C1 (stereo not given)	1.4	i
CN(C)Cc1cccc(-c2ccccc2)c1O	0.8	i
Cc1cccc(-c2n[nH]nc2C2=CC(=O)CC(C)(C)C2)c1	0.6	i
COc1ccc(CCNC(=O)c2cc(S(=O)(=O)N3CCc4ccccc43)ccc2F)cc1OC	2.6	i
O=C1O[C@@H](c2ccccc2)C[C@@H](O)[C@H](O)CCc2ccccc21	1.3	i
CC1CCCN(C(=O)c2ccc(-c3ccccc3Cl)o2)C1 (stereo not given)	0.6	i
O=C(Cn1cc(C(F)(F)F)cc(Cl)c1=O)Nc1cccc(S(=O)(=O)N2CCCCC2)c1	0.3	i
COCOc1ccc(/C=C2/Oc3cc(OCOC)cc(OCOC)c3C2=O)c(OCOC)c1	nt	?
O=C(c1cc2ccccc2o1)N1CCOCC1	0.9	i
CC[C@]1(C(=O)OC)[C@H]2C(=O)N(C)C(=O)[C@H]2[C@H]2CN=C(SC)N21	0.5	i
O=C(NCc1ccco1)c1cccn2c(=O)c3sccc3nc12	0.9	i
O=C(NCC(=O)N1CCOCC1)c1ccc(Cl)c(Cl)c1	0.5	i
CC(C)N1CCOC1c1ccccc1 (stereo not given)	0.4	i
N#Cc1ccsc1NC(=O)COC(=O)c1ccc(Br)o1	0.4	i
COc1cc(NC(=O)Nc2cccn3nc(COCCO)nc23)cc(OC)c1OC	1.2	i
COc1ccc(CNC(=O)Cn2cc(C)c(=O)[nH]c2=O)cc1	0.3	i
CCCCn1c(N)c(N(CCOC)C(=O)c2cc(-c3ccco3)nc3ccccc23)c(=O)[nH]c1=O	1.2	i
CCC(=O)c1ccc(OCC(=O)OCC(=O)N2CCCc3ccccc32)cc1	0.5	i
OCCOC1CCCc2oc(-c3ccccc3)c(C#CC3(O)CCCCC3)c21 (stereo not given)	1.0	i
COc1ccc(C2CC(c3ccccc3Cl)=NN2c2ccc(S(N)(=O)=O)cc2)cc1 (stereo not given)	0.7	i
COc1ccc(-c2csc3ncnc(Sc4nnnn4C)c23)cc1	15*	+
CSCCC(NS(=O)(=O)c1ccc(C)cc1)C(=O)NC1CCCCCC1 (stereo not given)	0.6	i

In the list so far, these have a CF3 group:
SMILES	Myeloid diff 2 GFP+ MAC1+ %	Myeloid diff 2
C[C@H]1CN([C@@H](C)CO)C(=O)CCCn2nncc2CO[C@@H]1CN(C)Cc1ccccc1C(F)(F)F	2.3	i
O=C(Cn1cc(C(F)(F)F)cc(Cl)c1=O)Nc1cccc(S(=O)(=O)N2CCCCC2)c1	0.3	i

Following part
SMILES	Myeloid diff 2 GFP+ MAC1+ %	Myeloid diff 2
CCCCCCCC(=O)Nc1cc(C(=O)NCCC)ccc1N1CCC2(CC1)CC(c1cccc(Br)c1)=NO2	0.2	i
CC1(c2ccccc2)NC(=O)N(CC(=O)NCC2CCCO2)C1=O (stereo not given)	1.0	i
O=C(CN1CCN(C(=O)CNC(=O)c2ccc3c(c2)OCO3)CC1)Nc1ccc(F)cc1	0.7	i
COc1ccc([C@@H]2CC=C(C(=O)O)CN2S(=O)(=O)c2ccc(Cl)cc2)cc1	2.6	i
CN(C)c1ccc(-c2ccnc3c2CC(C)(C(=O)Nc2cccc(Oc4ccccc4)c2)O3)cc1 (stereo not given)	0.2	i
CCCN(CCC)CCNC(=O)Cn1cnc2sc(C)c(S(=O)(=O)N3CCOCC3)c2c1=O	1.0	i
NC(=O)c1ccsc1NC(=O)COC(=O)c1ccncc1	1.1	i
Cc1cc(N2CCOCC2)nc(N2CCOCC2)c1C#N	0.2	i
COc1ccc(OC)c(S(=O)(=O)Nc2ccccc2C(=O)N2CCCCC2)c1	0.5	i
CC1(C(=O)NS(=O)(=O)c2ccc(C#N)cc2)CCN1C(=O)Cc1ccsc1 (stereo not given)	0.5	i
CCOC(=O)[C@]12CCCC=C1N(CCc1ccc(OC)c(OC)c1)C(=O)[C@H](CC(=O)NCCCCc1ccccc1)C2	6.7	i
Cc1cc(C)n2nc(SCC(=O)NC3(C#N)CCCCC3)nc2n1	2.1	i
CCCN(C(=O)Cc1csc(-c2ccccc2)n1)C1CCS(=O)(=O)C1 (stereo not given)	0.5	i
Nc1nc2c(ncn2[C@H]2C[C@H](O)[C@@H](CO)O2)c(=O)[nH]1	1.2	i
CCN(CC)C(=O)C1=C(C)N(Cc2ccc(F)cc2)C(=O)C(CC(=O)NCc2cccs2)C1 (stereo not given)	1.3	i
CC1CCN(C(=O)COC(=O)CNC(=O)c2ccccc2F)CC1	0.4	i
COc1cccc(CNC(=O)[C@@H]2CCCN2C(=O)[C@H]2CCCCN2C(=O)c2ccc(Cl)cc2)c1	0.9	i
Cc1cccnc1C(NC(=O)C1CCN(CCOc2ccc(F)cc2)CC1)c1ccc(F)cc1 (stereo not given)	0.3	i
Cc1ccnc2nc(C(=O)OCC(=O)NC3CCCC(C)C3C)nn12 (stereo not given)	0.5	i
CCCCC1=C(C(=O)OCC)C(C(=O)OCC)Oc2ccccc21 (stereo not given)	1.3	i

Structures listed so far containing an aryl thioether with sulfur outside any ring, in the order listed:
SMILES	Myeloid diff 2 GFP+ MAC1+ %	Myeloid diff 2
Cn1nnnc1Sc1ncnc2scc(-c3ccc(C#N)cc3)c12	nt	?
COC(=O)c1ccn(CSc2c(F)c(F)cc(F)c2F)n1	0.3	i
COc1ccc(-c2csc3ncnc(Sc4nnnn4C)c23)cc1	15*	+
Cc1cc(C)n2nc(SCC(=O)NC3(C#N)CCCCC3)nc2n1	2.1	i

Carrying on:
SMILES	Myeloid diff 2 GFP+ MAC1+ %	Myeloid diff 2
O=C1CC(c2ccc(F)cc2)CC(O)=C1C=NCCN1CCNCC1 (stereo not given)	1.2	i
Nc1cccc(OCCCCCOc2cccc(N)c2)c1	0.4	i
O=C(Cc1cccc(NC(=O)C2CCN(C(=O)C3CCCC3)CC2)c1)Nc1cccc(C(=O)N2CCOCC2)c1	1.3	i
COC(CNC(=O)C(=O)NCC1CCCN1S(=O)(=O)c1cccs1)OC (stereo not given)	1.0	i
COc1ccc(NC(=O)c2ccc3c(c2)NC(=O)CS3)cc1	0.6	i
Cc1ccc(S(=O)(=O)N(CC(=O)Nc2ccccc2)C(=O)N2CCN(C)CC2)cc1	0.5	i
CC(=O)c1cccc(S(=O)(=O)N2CCC(C(=O)NC3CCCC3)CC2)c1	0.6	i
O=C(OC1CCOC1=O)C1CCN(S(=O)(=O)c2ccccc2)CC1 (stereo not given)	0.7	i
CNC(C)C(=O)NC(C(=O)NC(C)C(=O)Nc1cccc2ccccc12)C(C)C (stereo not given)	1.5	i
COc1ccccc1C(CNC(=O)CNC(=O)c1ccccc1Cl)N1CCCC1 (stereo not given)	0.5	i
COc1ccc(S(=O)(=O)N2CCOCC2)cc1NC(=O)/C=C/c1ccccc1	0.7	i
COc1ccc2c(CN3CCN(c4ccccc4F)CC3)cc(=O)oc2c1	1.0	i
CCOC(=O)/C(=C(/C)N)C1CC(=O)NC1=O (stereo not given)	2.6	i
Cc1ccc(OCCCC(=O)N(C)CC(=O)Nc2ccccc2Br)cc1	0.6	i
COc1ccc(N2CC(NS(=O)(=O)c3cccnc3)CC2=O)cc1OC (stereo not given)	0.6	i
COc1ccc(C(=O)NCC2(c3ccc(OC)c(OC)c3)CCCC2)cc1OC	0.8	i
CCOC(=O)C1=C(COC(=O)C(C)(C)Oc2ccc(Cl)cc2)NC(=O)NC1C (stereo not given)	0.7	i
CNC[C@H]1Oc2c(NS(=O)(=O)c3ccc(OC)cc3)cccc2C(=O)N([C@H](C)CO)C[C@@H]1C	1.3	i
COc1cccc(C(C)=C2SC(=S)NC2=O)c1	2.4	i
NS(=O)(=O)c1cccc(NC(=O)CSc2n[nH]c(-c3ccccc3Br)n2)c1	0.8	i
Cc1nc(C(F)(F)F)ccc1C(=O)N1CCCC1(C)C(=O)NCC(C)C (stereo not given)	0.9	i
CC(Oc1ccccc1Cl)C(=O)Nc1ccc(S(=O)(=O)Nc2nccs2)cc1 (stereo not given)	0.6	i
CN(CCc1ccccc1)C(=O)c1ccc(NC(=O)Cc2ccc(NC(=O)C3CCCN(C(=O)C4CC4)C3)cc2)cc1 (stereo not given)	0.4	i
CN(C(=O)CSc1nnc(-c2c[nH]c3ccccc23)n1C1CC1)C1CCS(=O)(=O)C1 (stereo not given)	1.2	i
Cc1ccc(S(=O)(=O)N2CCOC23CCN(C(=O)C(=O)NCCC(C)C)CC3)cc1	0.7	i
CC(C)N(C)c1ncnc2c1ncn2[C@H]1CN(Cc2ccncc2)C[C@@H](CO)O1	0.4	i
O=C(COc1ccccc1[N+](=O)[O-])Nc1cccc(S(=O)(=O)N2CCCC2)c1	0.3	i
CC(C)c1ccc(NC(=O)C2(C)Cc3c(-c4ccc(C(N)=O)cc4)ccnc3O2)cc1 (stereo not given)	0.7	i
CCCNC(=O)c1cc2c(c(-c3cccc(-c4ccccc4F)c3)n1)[C@@H](CCO)N(C(=O)CC1CC1)C2	0.8	i
CCCCn1c(N)c(N(CCOC)C(=O)C2CCN(C(=O)c3ccccc3C)CC2)c(=O)[nH]c1=O	1.0	i
Cc1c(C(=O)N2CCCC(C)(C(=O)NS(=O)(=O)C3CC3)C2)oc2ccccc12 (stereo not given)	1.2	i
CNc1cncc(-c2cccnc2)n1	1.0	i
Cc1ccc(S(=O)(=O)N2CCC[C@H]2C(=O)Nc2ccc(F)cc2C)cc1	1.1	i
Oc1cccnc1CN1CCOCC1	1.5	i
CC(C)c1ccc(NC(=O)CN2C(=O)NC(C)(C3CC3)C2=O)cc1 (stereo not given)	0.2	i
CC(NC(=O)c1ccc2c(=O)n3c(nc2c1)CCC3)c1ccc(S(N)(=O)=O)cc1 (stereo not given)	0.4	i
COc1ccc(CNC(=O)NS(=O)(=O)c2ccc(C)cc2)cc1	1.6	i
CC(=O)NC12CC3CC(C1)CC(C(=O)N(C)CC(=O)Nc1ccc(F)c(F)c1F)(C3)C2	0.8	i
C[C@H](CO)N1C[C@H](C)[C@@H](CN(C)S(=O)(=O)c2ccccc2)Oc2ccc(NC(=O)Nc3ccccc3)cc2C1=O	0.5	i
C=CCn1c(SCC(=O)Nc2ccc3c(c2)OCCO3)nc2cc(C(=O)O)ccc2c1=O	0.7	i

Reformatted field by field: entries from further up.
CN(C(=O)CSc1nnc(-c2c[nH]c3ccccc23)n1C1CC1)C1CCS(=O)(=O)C1 (stereo not given)
- Myeloid diff 2 GFP+ MAC1+ % = 1.2
- Myeloid diff 2 = i

CCCNC(=O)c1cc2c(c(-c3cccc(-c4ccccc4F)c3)n1)[C@@H](CCO)N(C(=O)CC1CC1)C2
- Myeloid diff 2 GFP+ MAC1+ % = 0.8
- Myeloid diff 2 = i

Continuation.
SMILES	Myeloid diff 2 GFP+ MAC1+ %	Myeloid diff 2
CCN(CC(=O)Nc1c(F)cccc1F)C(=O)CCc1nc2ccccc2c(=O)[nH]1	0.8	i
CC1(C(=O)NCC2CC2)CCN1C(=O)C1(c2ccccc2)CC1 (stereo not given)	0.9	i
COc1ccc(C(=O)COC(=O)Cn2c(C)csc2=O)c(OC)c1	1.0	i
O=C(CSc1nc2[nH]ncc2c(=O)[nH]1)Nc1ccc(F)cc1	0.7	i
COc1ccc(OC)c(CNC(=O)COc2cc(=O)n(C)c3ccccc23)c1	0.4	i
CC(=O)CCSc1nnc(-c2cccc(S(=O)(=O)N3CCOCC3)c2)o1	0.3	i
CCc1nnc(NC(=O)CSc2nnc3scc(-c4ccc(C)cc4)n23)s1	2.5	i
COc1ccc(CN2C(=O)c3ccccc3C2c2nnnn2C(C)C)cc1OC (stereo not given)	1.3	i
CC(C)(C)S(=O)(=O)N1C[C@H]2C(=CC[C@@H]3C(=O)N(c4ccccc4)C(=O)[C@@H]32)[C@H]1CCO	0.4	i
